# Screening results deposited in PubChem by several laboratories.
# S1P3 antagonist – blocks the human S1P3 receptor; CHO S1P3 NFAT-BLA reporter, FRET fluorescence, antagonist mode; inhibition, % at 4.98 µM; 170,000 compounds, 0.27% hits; Q99500;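 active = inhibition above the plate cutoff, the mean inhibition of test wells on that plate plus 3 SD, cut at about 28% in these data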;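 also: cells challenged with S1P at its EC80 of 0.8 µM; blue over green emission ratio from cleaved BLA substrate after 4 h stimulation; 0% = S1P-stimulated wells and 100% = unstimulated DMSO-only wells; some compounds past the cut are filed as inactive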
# Target sequence (Q99500 whole entry, looked up): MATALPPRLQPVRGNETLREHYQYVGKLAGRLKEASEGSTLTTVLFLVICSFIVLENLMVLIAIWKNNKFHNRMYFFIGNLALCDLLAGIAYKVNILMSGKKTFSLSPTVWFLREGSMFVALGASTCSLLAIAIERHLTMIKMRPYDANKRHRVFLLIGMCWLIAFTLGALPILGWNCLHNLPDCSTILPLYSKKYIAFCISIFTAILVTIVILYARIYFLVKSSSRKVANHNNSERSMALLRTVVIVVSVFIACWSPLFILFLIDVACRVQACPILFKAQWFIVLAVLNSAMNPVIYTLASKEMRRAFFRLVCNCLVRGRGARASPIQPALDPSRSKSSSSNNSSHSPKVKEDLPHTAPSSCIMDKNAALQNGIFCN
# G6PDH counter – L. mesenteroides G6PDH inhibition counter-screen; Purified L. mesenteroides G6PDH, diaphorase/resazurin coupled fluorescence, 45 min; inhibition, % at 5 µM; 200,000 compounds, 0.12% hits; AID 1020; in the data active = inhibition above about 50%
# PMI act hi M6P – activators of human phosphomannose isomerase at near-saturating mannose 6-phosphate. coupled PMI enzyme assay, resazurin fluorescence, 20 min; active compounds read high; 1 = untreated enzyme, 0 = substrate-free blank. activation factor at 20 µM. AID 1216. 190,000 compounds, 0.34% hits. P34949;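 active = activation factor of 2 or more at 20 µM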
#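 assay system = human phosphomannose isomerase with PGI, G6PDH, diaphorase coupling enzymes | quantity = 15 ng/mL PMI | incubation = enzyme reaction with compound 20 min at room temperature | medium = HEPES pH 7.4 buffer with MgCl2 and Tween-20 | compound dosing = one concentration, 20 µM, in 1% DMSO | measured by = Diaphorase-driven resazurin-to-resorufin fluorescence, excitation 544, emission 590 nm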
# TR-FRET SRC-2 ct – TR-FRET artefact, counter-screen to PPARgamma/SRC-2 agonist assay; 200,000 compounds, 0.4% hits; active compounds read high; TR-FRET ratio at 8 µM; in the data active = TR-FRET ratio above about 2000; also: inactives centre near 1500
# PPARg SRC-1 ag – PPARgamma-driven SRC-1 recruitment agonism. P37231. PPARgamma-SRC-1 coactivator recruitment biochemical assay. activation, % at 8 µM. 200,000 compounds, 0.41% hits; in the data active = activation above about 19%;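 also: 0% = DMSO and 100% = reference agonist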
# PPARg SRC-2 ag – promotes SRC-2 coactivator recruitment by human PPARgamma; 200,000 compounds, 0.34% hits; P37231; activation, % at 8 µM; PPARgamma LBD-SRC-2 recruitment, biochemical; in the data active = activation above about 22%;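 also: 0% = vehicle and 100% = reference agonist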
# Diaphorase act – diaphorase activation or chemical reduction counter-screen; Diaphorase/resazurin coupled assay, resorufin fluorescence, 16 min; active compounds read high; 1 = vehicle wells, 0 = NADH-free wells; 190,000 compounds, 0.005% hits; AID 1229; activation factor at 20 µM;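 active = diaphorase activity raised at least twofold by the compound at 20 µM; inactive = activation factor below 2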
#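 Material: Purified diaphorase enzyme from Clostridium kluyveri | Buffer or medium: 50 mM HEPES pH 7.4 with 4.542 mM MgCl2, 0.005% Tween 20 | Times: 16 min enzyme reaction, ambient temperature | Signal: Red resorufin fluorescence at 544/590 nm excitation/emission | Measure: Increased resorufin signal from activators or reducing compounds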
# PPARg SRC3 recr – promotes SRC-3 coactivator recruitment by human PPARgamma. P37231. biochemical PPARgamma/SRC-3 coactivator recruitment assay. activation, % at 8 µM. 200,000 compounds, 0.26% hits; in the data active = activation above about 23%;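 also: 0% = DMSO and 100% = reference agonist; some compounds past the cut are filed as inactive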
# Diaphorase inh – inhibits diaphorase or chemically oxidizes, flagging diaphorase assay artifacts. diaphorase resazurin-to-resorufin fluorescence, NADH, 16 min; bacterial (C. kluyveri) enzyme, not human. 190,000 compounds, 0.69% hits. inhibition, % at 20 µM;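 active = primary screen inhibition at 20 µM above a set limit, cut at about 50% in these data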;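 also: plate controls were DMSO with full reaction for no effect and wells lacking NADH for full effect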
#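 Test system: diaphorase enzyme from Clostridium kluyveri; amount: diaphorase at 0.14 U/mL in enzyme working solution; detection: fluorescence of resorufin formed from resazurin, Ex 544/Em 590 nm; times: reaction incubation of 16 min at room temperature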
# ROMK mod – human ROMK K+ channel modulation, primary screen; 130,000 compounds, 2% hits; B-score at 10 µM; Tet-inducible ROMK, thallium flux fluorescence; actives lie on both sides; P48048; AID 1918;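 active = signal ratio slope over the read window, or its plate-corrected B-score, at least 3 SD from the plate mean, either direction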;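 also: B-score of the F/F0 ratio slope over 7 to 12 s after thallium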
# Target sequence (P48048 whole entry, looked up): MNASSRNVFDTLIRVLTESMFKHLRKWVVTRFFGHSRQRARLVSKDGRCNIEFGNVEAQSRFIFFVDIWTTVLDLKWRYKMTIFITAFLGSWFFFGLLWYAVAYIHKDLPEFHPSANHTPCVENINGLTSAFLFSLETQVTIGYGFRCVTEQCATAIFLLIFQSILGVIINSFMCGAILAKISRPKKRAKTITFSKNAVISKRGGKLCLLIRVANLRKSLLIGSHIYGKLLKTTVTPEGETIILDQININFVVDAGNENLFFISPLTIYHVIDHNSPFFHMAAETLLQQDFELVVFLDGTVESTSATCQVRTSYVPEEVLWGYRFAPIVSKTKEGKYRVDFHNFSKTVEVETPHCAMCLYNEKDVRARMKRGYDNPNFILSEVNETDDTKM
# PMI act – increases human mannose-6-phosphate isomerase activity. 190,000 compounds, 0.005% hits. activation factor at 20 µM. P34949. purified human PMI, coupled resazurin fluorescence, 20 min; active compounds read high; 1 = vehicle control, 0 substrate-free wells. AID 1214;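 active = activation factor of 2 or more at 20 µM, relative to plate controls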
# * = called active by the depositor; nt = no result given.
SMILES,S1P3 antagonist,G6PDH counter,PMI act hi M6P,TR-FRET SRC-2 ct,PPARg SRC-1 ag,PPARg SRC-2 ag,Diaphorase act,PPARg SRC3 recr,Diaphorase inh,ROMK mod,PMI act
CCCCCCCC(=O)NNC(=O)c1ccc([N+](=O)[O-])cc1,nt,11,1,1599,-8,2,1,5,-2,nt,1
CCOc1cc(C(=O)N(C)c2ccccc2)cc(OCC)c1OCC,8,-12,0.9,1523,1,1,0.8,1,16,nt,0.9
COc1cc(/C=C2/SC(=S)N(CC(=O)NC(C)(C)C)C2=O)cc(OC)c1OC,-10,1,0.9,1706,3,4,0.8,2,16,-1.1,0.9
CCOC1=NN(c2ccc(Cl)cc2)C(=O)/C1=C\N(C)C,-7,3,1.1,1616,3,-2,1,5,4,nt,1
CCOP(=O)(OCC)C(NC(=O)C(F)(F)F)c1ccccc1 (centres undefined),9,-2,1.1,1633,4,2,1,0,2,nt,1
CN(C)c1nc(NC(C)(C)C)nc(NC(C)(C)C)n1,1,4,1.1,1407,-4,-6,1,3,-2,-0.29,1.1
COc1cc(/C=C2\CC/C(=C\c3cc(OC)c(O)c(OC)c3)C2=O)cc(OC)c1O,6,56*,0.3,1848,7,5,0.3,8,71*,-1.8,0.4
COC(=O)CNc1n[nH]c(=S)[nH]c1=O,13,4,1.1,4234*,100*,121*,0.8,156*,19,nt,1.1
Cc1cccc(NC(=S)Nc2c(C)n(C)n(-c3ccccc3)c2=O)c1C,10,3,1,1690,13,-3,0.8,3,17,nt,0.9
O=C(NCc1ccco1)C(=O)c1cn(CC(=O)N2CCCCCC2)c2ccccc12,2,9,0.8,1561,4,4,0.9,5,7,nt,1.1
C[C@H](NC(=O)c1ccccc1Cl)C(=O)NCc1cccs1,-9,3,1.2,1552,6,2,1,2,0,-0.024,1.3
CC(=O)Nc1ccc(C(=O)N/C(=C/c2ccccc2)C(=O)Nc2cccc(C(=O)O)c2)cc1,12,16,1,1402,2,0,0.9,-1,13,-0.013,1
Cc1ccc(C(=O)CSc2ccc(-c3ccncc3)nn2)cc1,-15,-4,1.2,1498,1,0,1.1,1,-13,-0.044,1.2
O=C(c1cccnc1)N1CCN(CCCc2ccccc2)CC1,-25,3,1,1355,-3,-3,0.8,-6,20,nt,1
CCOc1ccc(NC(=O)N2CCC(NC(=O)c3ccco3)CC2)cc1,12,0,1,1555,1,3,1,0,0,0.2,1
CCNC(=O)c1sc(=S)n(-c2ccc(C)cc2)c1N,nt,14,0.9,1457,-2,-2,0.8,1,16,0.94,0.9
COc1cccc(NC(=O)C(C#N)Cc2ccncc2)c1 (centres undefined),-2,-4,1,1509,-2,-7,0.9,-8,13,nt,1
O=C(/C=C/c1cccc(F)c1)N(c1ccccn1)C1CCCCC1,-15,-16,1,1479,-4,2,1,0,0,nt,0.9
Nc1nnn(Cc2ccccc2)n1,4,10,1,1408,-4,1,1,10,-2,nt,1
Cc1ccc(-c2nc(C)c(C(=O)O)s2)cc1,3,2,1,1779,7,10,0.8,4,24,-0.92,0.9

# Diaphorase inh, entries above that show a hit.
compound	S1P3 antagonist	PMI act hi M6P	PPARg SRC-1 ag	PPARg SRC-2 ag	PPARg SRC3 recr	Diaphorase inh	ROMK mod	PMI act
COc1cc(/C=C2\CC/C(=C\c3cc(OC)c(O)c(OC)c3)C2=O)cc(OC)c1O	6	0.3	7	5	8	71*	-1.8	0.4

# Additional structures follow.
SMILES,S1P3 antagonist,G6PDH counter,PMI act hi M6P,TR-FRET SRC-2 ct,PPARg SRC-1 ag,PPARg SRC-2 ag,Diaphorase act,PPARg SRC3 recr,Diaphorase inh,ROMK mod,PMI act
O=C(NCc1ccco1)c1ccc2ccccc2n1,-25,11,0.9,1583,6,9,0.9,0,13,-1.3,0.9
COc1ccc(C(=O)N/C(=C/c2ccco2)C(=O)NC2CCS(=O)(=O)C2)cc1 (centres undefined),-3,12,1.1,1662,8,4,0.9,-1,5,nt,1.2
CC1(c2ccc([N+](=O)[O-])cc2)CC(C)(C)N(C(=O)c2ccccc2)c2ccccc21 (centres undefined),-10,10,1,1423,-5,1,0.9,-4,6,-0.0077,0.8
CC(C)c1ccccc1NC(=S)NC(C)c1ccccc1 (centres undefined),-6,-19,1.2,1663,8,6,0.9,0,9,nt,1.1
COc1ccc(C(C)NC(=O)c2ccccc2Cl)cc1OC (centres undefined),5,18,0.9,1452,7,-1,0.9,-2,6,nt,0.9
CCCCCn1c(CNC(=O)CCC)nc2ccccc21,-59,15,0.9,1692,2,-1,0.8,-1,19,nt,0.9
O=C(c1cc2c(s1)-c1ccccc1S(=O)(=O)C2)N1CCN(Cc2ccccc2)CC1,nt,2,0.9,1850,-2,7,0.8,9,23,nt,0.9
O=C(c1cc(-c2cccs2)on1)N1CCCCC1,-12,6,0.9,1446,6,-2,0.9,-2,14,nt,0.9
O=C(c1cccs1)N1CCc2ccccc2C1,-20,22,nt,1390,-8,6,nt,5,nt,-0.85,nt
O=S(=O)(Nc1ccc(O)cc1)c1cccc2cccnc12,-27,15,1.1,1841,-2,2,1,7,-3,nt,1

# Single records, as listed above. Order of screens: S1P3 antagonist | G6PDH counter | PMI act hi M6P | TR-FRET SRC-2 ct | PPARg SRC-1 ag | PPARg SRC-2 ag | Diaphorase act | PPARg SRC3 recr | Diaphorase inh | ROMK mod | PMI act
# Shown for O=S(=O)(Nc1ccc(O)cc1)c1cccc2cccnc12 : -27 | 15 | 1.1 | 1841 | -2 | 2 | 1 | 7 | -3 | nt | 1
# Shown for COc1cccc(NC(=O)C(C#N)Cc2ccncc2)c1 (centres undefined) : -2 | -4 | 1 | 1509 | -2 | -7 | 0.9 | -8 | 13 | nt | 1

# Next section.
SMILES,S1P3 antagonist,G6PDH counter,PMI act hi M6P,TR-FRET SRC-2 ct,PPARg SRC-1 ag,PPARg SRC-2 ag,Diaphorase act,PPARg SRC3 recr,Diaphorase inh,ROMK mod,PMI act
CCOC(=O)CNS(=O)(=O)c1cc(-c2n[nH]c(=O)c3ccccc23)ccc1C,nt,4,1.1,1327,-4,-8,1,4,0,0.47,1
Cc1ccc(SC(C)c2nc(-c3ccccc3)no2)cc1 (centres undefined),18,3,0.8,1482,6,4,0.8,-1,17,0.018,0.8
CCOC(=O)c1[nH]cc(-c2ccccc2)c1N1CCOCC1,-23,8,0.8,1286,-3,-10,0.9,6,13,nt,0.6
Cc1nc(NC(=O)CSc2nnc(C)n2CC2CCCO2)sc1C (centres undefined),0,2,1,1599,0,1,1,-7,2,nt,1
CCCOc1ccc(NC(=O)CC2C(=O)N(Cc3ccccc3)C(=S)N2Cc2cccs2)cc1 (centres undefined),-3,12,0.8,1554,9,4,0.7,2,28,0.27,0.8
CCOCc1nnc(NC(=O)c2cc(C(=O)OC)cc([N+](=O)[O-])c2)s1,-6,18,1,1525,9,-8,0.9,-3,6,0.87,1
CCC12CN(C(=O)c3ccc(C)cc3)CC(CC)(CN(C(=O)c3ccc(C)cc3)C1)C2=O,15,-1,0.9,1599,7,1,0.8,2,16,0.21,1
COc1ccc2c(c1O)C(=O)c1ccccc1C2=O,-17,7,0.6,1478,12,6,0.9,3,12,nt,0.9
CCCCc1nc(NCc2ccccc2)c(C#N)c2c1CCCC2,-1,2,0.9,1589,-3,-1,0.7,1,26,0.19,1
COCCNC(=O)Cn1nc(C(F)(F)F)c(Br)c1C,13,-17,0.9,1539,2,9,0.9,-1,9,0.046,1
O=C(CSc1ccccc1)N1CCN(c2ccccc2)CC1,2,5,1.2,1399,0,5,1,10,3,nt,1.2
COc1cc(NC(=O)Cc2c(C(=O)O)[nH]c3ccccc23)cc(OC)c1OC,nt,1,1.1,1450,-3,0,1,-6,-4,nt,1
Cc1nnnn1/C(=C\c1ccccc1)C(=O)OCC(=O)N1CC2(C)CC1CC(C)(C)C2 (centres undefined),2,-7,0.9,1447,-2,5,1,3,-2,-5.1*,1.1
CCOC(=O)CSc1cn2c(n1)CCC2,6,3,1,1557,-7,1,0.9,-9,11,nt,1
O=C(CSc1nnnn1C1CCCCC1)Nc1nc2c(s1)CCCC2,-25,9,0.9,1217,-2,-6,0.9,-1,8,nt,0.8
COc1ccc(S(=O)(=O)NCc2ccncc2)cc1OC,-34,11,0.9,1562,3,3,0.9,0,11,-0.44,1.1
Cc1ccc(C)c(S(=O)(=O)NCC(=O)NCc2ccco2)c1,-12,0,1,1412,-3,-2,0.9,3,8,-0.062,1.1
COc1ccccc1Nc1nc(-c2ccccc2O)nc2ccccc12,-5,4,0.9,1525,4,-1,0.8,5,19,-0.52,0.9
CCCCn1nnnc1NCc1ccc(C)s1,nt,8,0.9,1583,7,8,0.9,-2,10,nt,0.9
CN1Cc2cc(C(=O)c3ccccc3O)cnc2NC1=O,nt,1,1.1,1411,-2,2,0.9,4,12,nt,1
CCOC(=O)C1CCCN(C(=O)c2ccccc2SCCOC)C1 (centres undefined),-21,2,1,1598,0,-2,1,-8,4,1.3,0.9
Cc1ccc2cc(CCNC(=O)c3cc4ccccc4o3)c(=O)[nH]c2c1C,5,0,0.9,1688,-3,2,0.7,3,34,-0.19,0.9
N#Cc1ccc(-c2nc3cc(C#N)c(C#N)cc3nc2-c2ccccc2)cc1C#N,-6,-6,1.6,1481,-10,3,0.8,2,17,-0.65,1.5
CCC(C)(C)NC(=O)C(c1cccs1)N(CC1CCCO1)C(=O)Cn1nnc2ccccc21 (centres undefined),-27,0,1,1584,1,1,0.9,14,6,nt,1
N#CCOc1nc(N2CCCC2)nc(N2CCCC2)n1,nt,3,1,1484,1,4,1,10,-1,-0.2,1
Cc1ccc(C)c(NC(=O)Cn2c(=O)n(-c3ccc(CC(=O)NCC4CCCO4)cc3)c(=O)c3ccccc32)c1 (centres undefined),-4,4,1,1352,-2,-9,1,1,-3,0.39,1
